# TEAD-YAP block: TEAD-YAP interaction inhibition, primary screen, TEAD-YAP interaction inhibitor project, luminescence, HEK-TIYL cells; AID 1259422, 2018; 640,000 compounds, 1.4% hits; TEAD-Gal4/YAP UAS-luciferase luminescence; inhibition, % at 9.12 µM; in the data active means inhibition above about 32%;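 further: 0% = median of test compound wells and 100% = reference inhibitor wells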
# GPR151 ag: activators of human GPR151, primary screen, cell-based, PathHunter beta-arrestin, luminescence | 650,000 compounds, 1% hits | activation, % at 11.2 µM | PathHunter beta-arrestin GPR151 cells | AID 1508602, 2020; in the data active means activation above about 4.9%;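 further: 0% = median of compound wells and 100% = cells with positive control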
# Target sequence (Q8TDV0 whole entry, looked up): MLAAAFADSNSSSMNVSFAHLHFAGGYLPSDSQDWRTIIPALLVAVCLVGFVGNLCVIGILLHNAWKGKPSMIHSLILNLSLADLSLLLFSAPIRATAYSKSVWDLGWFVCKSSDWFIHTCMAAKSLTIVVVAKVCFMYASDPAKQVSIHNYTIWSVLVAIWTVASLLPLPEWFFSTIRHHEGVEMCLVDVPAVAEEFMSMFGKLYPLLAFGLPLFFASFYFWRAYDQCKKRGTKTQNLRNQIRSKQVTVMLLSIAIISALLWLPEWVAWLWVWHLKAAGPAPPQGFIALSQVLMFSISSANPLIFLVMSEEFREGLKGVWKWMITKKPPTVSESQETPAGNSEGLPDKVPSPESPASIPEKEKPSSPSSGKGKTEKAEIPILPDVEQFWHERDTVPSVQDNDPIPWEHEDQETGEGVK
# MITF primary: MITF inhibitors, primary screen, biochemical, AlphaScreen, human | 650,000 compounds, 0.91% hits | AlphaScreen MITF homodimerization, bead proximity signal | inhibition, % at 2.6 µM; in the data active means inhibition above about 50%;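 further: 0% = vehicle wells with protein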
# Target sequence (O75030 whole entry, looked up): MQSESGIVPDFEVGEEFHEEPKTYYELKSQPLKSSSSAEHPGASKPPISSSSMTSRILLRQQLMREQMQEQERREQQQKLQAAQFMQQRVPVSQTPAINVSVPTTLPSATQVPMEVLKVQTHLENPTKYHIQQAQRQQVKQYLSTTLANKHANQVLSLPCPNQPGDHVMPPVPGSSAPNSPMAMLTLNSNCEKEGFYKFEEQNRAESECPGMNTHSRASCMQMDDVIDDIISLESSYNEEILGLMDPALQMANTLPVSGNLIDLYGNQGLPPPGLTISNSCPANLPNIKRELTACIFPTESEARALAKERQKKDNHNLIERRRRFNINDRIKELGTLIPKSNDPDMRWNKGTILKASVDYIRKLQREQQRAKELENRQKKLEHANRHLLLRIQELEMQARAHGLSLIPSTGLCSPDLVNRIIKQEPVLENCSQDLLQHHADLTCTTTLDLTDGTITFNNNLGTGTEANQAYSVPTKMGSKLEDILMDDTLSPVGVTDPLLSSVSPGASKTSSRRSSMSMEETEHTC
# FBW7 act: FBW7 E3 ligase activators, primary screen, biochemical, AlphaScreen, human; F-box/WD repeat-containing protein 7 (Homo sapiens), Q969H0; normalized activity (activation), % at 26.1 µM; 650,000 compounds, 0.13% hits; AlphaScreen FBW7–phospho-cyclin E peptide binding, activator screen; in the data active means normalized activity above about 1.9%;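 further: purified mutant Fbw7 with reduced substrate affinity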
# * hit, by the source's call.
SMILES,TEAD-YAP block,GPR151 ag,MITF primary,FBW7 act
CC1=C(C(N)=O)C(c2cccc(O)c2)n2ncnc2N1 (centres undefined),3,0.4,-11,-0.1
O=C1OC(c2ccc(Cl)c(Cl)c2)=N/C1=C\c1ccccc1C(F)(F)F,-1,0.2,0,0.0
O=C(Nc1cc(NC(=O)c2cc(Br)ccc2Cl)ccc1Cl)c1ccccc1,-2,-0.3,-10,0.1
CCCCn1c(SCC(=O)c2ccc(O)c(O)c2)nc2ccsc2c1=O,1,-1.3,-7,-0.3
O=C(c1cc(-c2ccc(Cl)cc2)n[nH]1)N1CCCC1,-38,0.1,5,0.0
Cc1ccc(C2=NC(C)(C)N=C2SCC(=O)Nc2ccc3c(c2)OCCO3)cc1,15,-0.1,-10,3.7*
COc1cccc(NC(=O)c2cccc(Br)c2)c1,-14,0.4,-1,-0.1
O=C(O)Cc1ccc(NC(=S)NCc2ccco2)cc1,3,0.8,-20,-0.1
Cc1cccc(C)c1NC(=O)c1c(O)c2ccccc2n(C)c1=O,5,0.7,1,0.0
CCOC(=O)c1c(NC(=S)Nc2ccc(OC)cc2)sc2c1CC(C)(C)OC2,8,-0.9,3,0.1
CC(C)CCC(O)(CCC(C)C)C(=O)NN1CCCCC1,-6,0.1,-7,0.1
Cc1cccc(N(C)S(=O)(=O)c2cc(Br)cc3c2N(C(=O)C2CC2)CC3)c1,16,0.4,8,0.2
CC(C)CC(c1nnnn1CCc1ccccc1)N1CCN(C)CC1 (centres undefined),3,1.4,3,-0.1
COCCCNC(=O)c1ccc2c(c1)ncn2C1CCCCC1,-7,2.0,-3,0.1
Clc1ccc(C2N(c3ccccc3)CCN2c2ccccc2)c(Cl)c1,-4,0.0,8,-0.2
CC(=O)N1CCc2c(sc(NC(=O)C(c3ccccc3)c3ccccc3)c2C#N)C1,12,1.3,-15,0.0
COc1ccc(OC)c(NC(=O)c2oc3ccccc3c2NC(=O)C2CCCO2)c1 (centres undefined),0,-0.2,5,0.0
O=C(Cc1cn(-c2ccc(N3CCCC3CO)nn2)c2ccccc12)NCc1cccc(C(F)(F)F)c1 (centres undefined),4,0.5,-7,-0.1
CC12CCC(C(=O)NCc3ccc4c(c3)OCO4)(OC1=O)C2(C)C (centres undefined),-1,0.4,4,-0.1
c1ccc(-c2noc(CN3CCCC3c3ccccn3)n2)cc1 (centres undefined),-4,-2.3,-8,-0.1
COc1cccc(NC(=O)c2ccc(NCCCN3CC(C)CC(C)C3)c([N+](=O)[O-])c2)c1 (centres undefined),3,2.4,1,-0.6
CC(C)c1ccc(NC(=O)Cn2ncc3ccccc32)cc1,-47,-1.2,11,0.1
O=C(Nc1nc(-c2ccc(Cl)cc2)cs1)C(F)(F)F,-19,1.1,-6,0.2
CCOC(=O)C1=C(C)NC(=S)NC1c1ccc(O)c(OCC)c1[N+](=O)[O-] (centres undefined),-8,-0.8,13,-0.4
O=C(Nc1cccnc1)c1cc(C2CC2)on1,-55,-8.0,13,0.7

# Some entries already given, showing only FBW7 act and GPR151 ag.
Compound	FBW7 act	GPR151 ag
COc1ccc(OC)c(NC(=O)c2oc3ccccc3c2NC(=O)C2CCCO2)c1 (centres undefined)	0.0	-0.2
O=C(Nc1cccnc1)c1cc(C2CC2)on1	0.7	-8.0
O=C(Cc1cn(-c2ccc(N3CCCC3CO)nn2)c2ccccc12)NCc1cccc(C(F)(F)F)c1 (centres undefined)	-0.1	0.5
Cc1cccc(C)c1NC(=O)c1c(O)c2ccccc2n(C)c1=O	0.0	0.7

# More results
SMILES,TEAD-YAP block,GPR151 ag,MITF primary,FBW7 act
Cc1cc(C)c2cc(C#N)c(SCC(=O)NCc3ccco3)nc2c1,-5,0.3,10,0.3
CCOc1ccc(NC(=O)C(C)CC)cc1 (centres undefined),-10,0.2,14,0.1
CCOC(=O)c1cnn(-c2ccccc2)c1NC(=O)c1sc2ccccc2c1Cl,-3,-1.0,8,-0.1
COc1ccc(-n2cc(C(=O)NCc3ccccn3)c3ccccc3c2=O)cc1,-3,-0.8,15,0.6
COC(=O)c1ccccc1NC(=O)Cn1cc2c(n1)CCCCC2,-6,0.2,0,-0.1
CCc1ccc(NC(=O)c2ccc(F)c(S(=O)(=O)N3CCCCCC3)c2)cc1,14,-0.9,6,-0.1
COc1ccc(Cl)cc1Nc1nc2ccccc2n2cnnc12,-2,-1.5,7,0.2
COc1ccc(-c2nnc(SCC(=O)Nc3ncc(C)s3)n2C)cc1,4,3.7,5,-0.1
N#Cc1cc([N+](=O)[O-])ccc1SCCO,-1,-0.6,-8,-0.1
CC(=O)Nc1cccc(OCC(=O)Nc2sccc2C(N)=O)c1,-38,-4.9,-5,-0.1
Cc1cc(NC(=O)c2noc3c2CCc2ccccc2-3)no1,5,1.5,0,0.3
COc1ccc(C2=NOC(C(=O)N3C(C)CCCC3C)C2)cc1OC (centres undefined),-4,4.0,9,0.1
CCCS(=O)(=O)NCCc1sc2nc(-c3ccc(F)cc3)nn2c1C,-2,-2.0,5,0.8
CCCCOc1cccc(N/C=C(/C#N)c2nc(-c3cc4cc(Br)ccc4oc3=O)cs2)c1,-7,1.2,-7,0.1
CCC(C)NC(=O)c1cn(C)c2ccc(S(=O)(=O)N3CCC(C)CC3)cc2c1=O (centres undefined),10,-0.3,-8,0.0
COCCNC(=S)NNc1ccc2ccccc2c1,9,2.3,-2,-0.1
CCOC(=O)C(=CNc1ccc2c(C)c(C)[nH]c2c1OC)C(=O)OCC,4,0.1,-9,0.0
CC(C)NC(=O)CCCCn1c(=O)c2ccccc2n(CC(=O)NCc2ccc(F)cc2)c1=O,8,2.1,13,0.3
Cn1c(C(=O)N2CCC(C(=O)N3CCCCC3)CC2)cc2sccc21,3,-0.3,12,0.2
Cc1cc(C(=O)NCC(C)C)c2ccccc2n1,-3,-1.0,12,0.2
O=C(Nc1ccc2oc(-c3cc(Cl)ccc3Cl)nc2c1)c1ccc(I)cc1,-4,0.2,3,0.0
CC(C)OC(=O)c1c(NC(=O)CSc2ncccn2)sc2c1CCCC2,-2,-0.3,10,-0.2
COc1ccc(-c2[nH]nc3nc(-c4ccc(NC(C)=O)cc4)cc(C(=O)O)c23)cc1,11,0.6,-2,-0.2
CCOc1c(I)cc(/C=c2/sc3nc4ccccc4n3c2=O)cc1OC,8,2.1,-5,0.2
COC(=O)c1ccc(COC(=O)c2ccc(NC(=O)c3ccc(OC)cc3)cc2)cc1,12,2.4,1,-0.1

# Whole records, looked up by structure.
# Record of CCOC(=O)c1cnn(-c2ccccc2)c1NC(=O)c1sc2ccccc2c1Cl = TEAD-YAP block = -3; GPR151 ag = -1.0; MITF primary = 8; FBW7 act = -0.1
# Record of COc1ccc(Cl)cc1Nc1nc2ccccc2n2cnnc12 = TEAD-YAP block = -2; GPR151 ag = -1.5; MITF primary = 7; FBW7 act = 0.2
# Record of Cc1cc(C)c2cc(C#N)c(SCC(=O)NCc3ccco3)nc2c1 = TEAD-YAP block = -5; GPR151 ag = 0.3; MITF primary = 10; FBW7 act = 0.3

# Copied from the list:
# COc1ccc(-c2[nH]nc3nc(-c4ccc(NC(C)=O)cc4)cc(C(=O)O)c23)cc1 in GPR151 ag: 0.6
# O=C(Nc1ccc2oc(-c3cc(Cl)ccc3Cl)nc2c1)c1ccc(I)cc1 in GPR151 ag: 0.2

# Other compounds.
SMILES,TEAD-YAP block,GPR151 ag,MITF primary,FBW7 act
c1ccc(N2CCN(c3ncnc4sccc34)CC2)cc1,22,-0.1,-1,-0.1
C[C@@H](Cn1nc(-c2cccs2)oc1=O)NC(=O)c1cccs1,0,1.1,-14,-0.1
COc1cccc(-c2nc3cc(NC(=O)c4ccc(Cl)cc4Cl)ccc3o2)c1,-7,1.0,12,0.1
O=C(NCc1ccccn1)Nc1ccc(Cl)cc1,-26,-0.1,-22,0.0
CC(C)=C1C2C=CC1C1C(=O)N(c3ccc(Cl)cc3[N+](=O)[O-])C(=O)C21 (centres undefined),1,-0.3,-9,-0.1
c1nc2nc(NCCN3CCOCC3)nc(NC3CC3)c2[nH]1,12,0.2,6,-0.1
CCCCNc1nc2c(c(=O)n(C)c(=O)n2C)n1C,14,0.1,3,-0.1
O=C(CN(CC1CCCO1)C(=O)CNS(=O)(=O)c1ccccc1)NCc1ccco1 (centres undefined),-1,0.1,-1,-0.2
c1ccc(CSc2ccc3nnc(-c4ccccn4)n3n2)cc1,-3,-0.8,7,-0.8
COc1cc(N/C=C(\C#N)c2nc(-c3cc4cc(Br)ccc4oc3=O)cs2)c(OC)cc1Cl,7,0.8,-1,0.0
O=C(C1=C(O)C(=O)N(CCCN2CCOCC2)C1c1ccc(Cl)cc1)c1cccs1 (centres undefined),-1,-1.4,-1,0.0
Cn1ccnc1SCc1cc(=O)c(OC(=O)c2ccccc2[N+](=O)[O-])co1,6,5.8*,12,0.5
COc1cccc(CN2CCC(O)CC2)c1,-10,0.4,12,-0.2
COc1ccc(C2CC(=O)C=C(Nc3cc(C)ccc3O)C2)cc1 (centres undefined),3,-0.8,-4,-0.1
CC(C)(C)c1nc2ccccc2c(=O)[nH]1,-5,1.4,-9,-0.7
CC(C)C(C(=O)Nc1nc2ccccc2s1)N1C(=O)c2ccccc2C1=O (centres undefined),-10,1.0,4,-0.2
O=C1OC(c2ccc(I)cc2)=N/C1=C\c1ccccc1Cl,2,0.1,9,-0.1
O=C(CN1CCC2(CC1)NC(=O)N(Cc1ccc(Cl)cc1)C2=O)c1ccc(Cl)cc1,8,0.0,-1,0.1
Cc1ccccc1NS(=O)(=O)c1cc2c(cc1C)N(C)CCO2,-9,-0.6,-16,-0.1
O=C1CC2CC3CC(C2)CC1C3,-21,0.7,12,0.0
CC1=C(c2ccc(C)cc2)S(=O)(=O)N=C1N1CCCC1,-33,-0.5,9,0.0
CC(=O)Nc1ccc([C@@H]2C[C@H]3CN(C4Cc5ccccc5C4)C(=O)[C@]34CCCN24)s1,-6,0.5,13,0.2
Cn1cccc1CC(=O)N/N=C\c1cccnc1,-4,-1.0,3,-0.1
CCN1CCN(CCCOc2ccc(C(C)=O)cc2OC)CC1,3,-0.3,78*,1.2
Cc1cccc(C(=O)N2CCN(c3oc(/C=C/c4ccccc4)nc3C#N)CC2)c1,-2,-0.3,-4,-0.1

# 3 structures from above, ordered by SMILES length, low to high.
SMILES,TEAD-YAP block,GPR151 ag,MITF primary,FBW7 act
COc1ccc(C2CC(=O)C=C(Nc3cc(C)ccc3O)C2)cc1 (centres undefined),3,-0.8,-4,-0.1
O=C(CN(CC1CCCO1)C(=O)CNS(=O)(=O)c1ccccc1)NCc1ccco1 (centres undefined),-1,0.1,-1,-0.2
Cc1cccc(C(=O)N2CCN(c3oc(/C=C/c4ccccc4)nc3C#N)CC2)c1,-2,-0.3,-4,-0.1

# Next results
SMILES,TEAD-YAP block,GPR151 ag,MITF primary,FBW7 act
CC(=O)Nc1ccc(NC(=O)c2cc(NCCCN3CCCC3=O)nc3ccccc23)cc1,11,-1.5,7,0.2
COc1cc(OC)c(C2C(C(=O)OCC3CCCO3)=C(C)NC3=C2C(=O)CCC3)cc1OC (centres undefined),2,1.1,-8,0.0
O=C1Nc2cc(C(=O)N3CCN(c4ccccc4)CC3)ccc2NC1CSCc1c(F)cccc1Cl (centres undefined),12,-1.2,3,0.1
Cc1c(Cl)c(=O)oc2cc(O)c(Cl)cc12,9,1.8,9,0.0
Cc1nnc(SCc2cnc(-c3ccc(C(C)C)cc3)s2)n1C,58*,1.3,9,0.0
CC(C)(C)NC(=O)CSc1nc2ccccc2n1CC(=O)N1CCCCC1,-6,1.5,-7,0.0
Cc1ccc(C(=O)NC(=S)Nc2cccc(-c3nc4ncccc4o3)c2)cc1C,0,-0.2,4,-0.1
CC(=O)Nc1ccc2nc(SCC(=O)Nc3c(C)n(C)n(-c4ccccc4)c3=O)sc2c1,-1,-1.1,11,0.6
COc1ccccc1/C=N/Nc1ccc([N+](=O)[O-])cc1,10,-0.1,6,-0.2
COc1ccc2nc(NC(=O)c3ccccc3Oc3ccccc3)sc2c1,15,1.0,9,0.4
Cc1ccc(S(=O)(=O)N2CCC(C(=O)n3nc(-c4ccccc4)cc3-c3ccccc3)CC2)cc1,-5,-1.0,11,-0.2
CC(=O)NCCC(=O)Nc1ccc(C)c(F)c1,1,1.9,7,0.1
COc1ccc(C2(CNC(=O)c3ccccc3)CCOCC2)cc1,6,-0.5,1,-0.1
Cc1cccc(OCC(O)CN2CCCC(C)C2)c1 (centres undefined),8,-0.2,-5,0.1
COc1ccc(/C=C(\NC(=O)c2ccccc2)C(=O)NC(C)CCO)cc1 (centres undefined),-3,-0.4,2,0.1
COc1ccc2[nH]c3c(c2c1)CCN(C=O)C31CCCN(CC2CC2)C1 (centres undefined),-1,2.1,11,-0.2
Cc1ccc(NC(=O)CCc2nnc3ccc(NCc4cccnc4)nn23)cc1,-4,2.5,-2,0.1
O=C(NCc1cccs1)c1ccc(OCc2ccc3ccccc3n2)cc1,-20,0.4,4,0.0
O=C(NC1CCCCC1)c1ccc(OC2CCN(Cc3ccccn3)CC2)cc1,1,0.1,5,0.0
COc1ccc(-n2ncc3c(=O)n(CC(N)=O)cnc32)cc1,-1,-1.7,-9,0.3
CCCc1ccc(OCCNC(=O)CC)cc1,-20,2.3,16,0.0
Cc1ccc(CNC(=O)c2nnn(Cc3cc(C)ccc3C)c2N)cc1,-2,0.6,10,0.6
COc1ccccc1N1CCN(C(=O)c2ccccc2I)CC1,1,2.9,-1,-0.1
COC(=O)c1cccc2c([N+](=O)[O-])c(O)cc(C(=O)OC)c12,-12,-0.8,10,0.3
O=C(CCCSc1ccc(F)cc1)Nc1nccs1,-7,-0.4,13,0.6
COc1cc2c(cc1OC)C(COc1ccc(F)cc1)NCC2 (centres undefined),6,7.1*,1,0.0
CC1CCN(S(=O)(=O)c2nnc(NC(=O)C34CC5CC(CC(C5)C3)C4)s2)CC1,2,-0.1,0,0.0
